# Compound activity from PubChem BioAssay.
# FXIa inh = blocks human coagulation factor XIa protease activity | P03951 | purified FXIa, Boc-Glu-Ala-Arg-AMC fluorogenic substrate | inhibition, % at 5 µM | 220,000 compounds, 0.14% hits | AID 798;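 active = inhibition of at least 40%; inactive = inhibition below 40%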;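 note: fluorescence of freed AMC excited at 355 nm; 0% = enzyme without compound and 100% = no enzyme blank; many of its hits are not listed in these tables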
# PERK inh = human PERK inhibition, primary cell-based screen; Q9NZJ5; CHO PERK-DD fusion, SEAP luminescence translation reporter; inhibition, % at 5.6 µM; 220,000 compounds, 0.17% hits; AID 1416;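 active = inhibition above the mean inhibition of all tested compounds plus 3 SD, set separately per screening campaign, cut at about 2.9% in these data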;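 note: PERK kinase domain activated by AP20187 dimerizer at 100 nM; 0% = DMSO with dimerizer and 100% = rapamycin at 8.4 µM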
# Cl transport mod = modulators of human KCC2 chloride dependent transport; Q9H2X9; KCC2 cells, thallium flux FluoZin-2 fluorescence; 190,000 compounds, 2.2% hits; B-score of Tl+ flux slope (higher = more flux/activation; lower = inhibition) at 10 µM;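 active = thallium flux slope and its plate-corrected score both differing from the plate sample mean at a set confidence after two filtering rounds, in either direction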;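 note: slope of fluorescence scaled to starting intensity during 10 to 20 s after thallium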
# FXIIa inh 1536 = blocks human coagulation factor XIIa protease activity; P00748; purified FXIIa, Boc-QGR-AMC fluorogenic substrate, 2 h; inhibition, % at 5 µM; 220,000 compounds, 0.3% hits; in the data active = inhibition above about 40%;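 note: 0% = enzyme with no compound and 100% = blank without enzyme; many of its hits are not listed in these tables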
# hK5 inh = inhibitors of human kallikrein 5 | 210,000 compounds, 0.59% hits | Q9Y337 | recombinant hK5, fluorogenic AMC substrate cleavage | inhibition, % at 5 µM;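 active = inhibition of 40% or more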;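 note: 0% = enzyme controls without compound and 100% = no-enzyme blanks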
# Target sequence (Q9Y337 67-293 limits assumed): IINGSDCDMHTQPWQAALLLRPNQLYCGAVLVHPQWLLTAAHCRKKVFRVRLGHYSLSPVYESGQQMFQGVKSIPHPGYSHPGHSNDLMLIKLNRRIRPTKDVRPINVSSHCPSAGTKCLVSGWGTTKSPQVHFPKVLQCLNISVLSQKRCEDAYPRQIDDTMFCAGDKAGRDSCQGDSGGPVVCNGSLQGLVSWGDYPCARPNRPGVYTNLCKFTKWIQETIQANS
# Furin inhibitor = blocks human furin protease activity; purified furin, fluorogenic substrate cleavage; P09958; AID 463115; 220,000 compounds, 0.061% hits; inhibition, % at 30 µM; in the data active = inhibition above about 25%; note: inactives centre near -15
# Target sequence (P09958 108-714 limits assumed): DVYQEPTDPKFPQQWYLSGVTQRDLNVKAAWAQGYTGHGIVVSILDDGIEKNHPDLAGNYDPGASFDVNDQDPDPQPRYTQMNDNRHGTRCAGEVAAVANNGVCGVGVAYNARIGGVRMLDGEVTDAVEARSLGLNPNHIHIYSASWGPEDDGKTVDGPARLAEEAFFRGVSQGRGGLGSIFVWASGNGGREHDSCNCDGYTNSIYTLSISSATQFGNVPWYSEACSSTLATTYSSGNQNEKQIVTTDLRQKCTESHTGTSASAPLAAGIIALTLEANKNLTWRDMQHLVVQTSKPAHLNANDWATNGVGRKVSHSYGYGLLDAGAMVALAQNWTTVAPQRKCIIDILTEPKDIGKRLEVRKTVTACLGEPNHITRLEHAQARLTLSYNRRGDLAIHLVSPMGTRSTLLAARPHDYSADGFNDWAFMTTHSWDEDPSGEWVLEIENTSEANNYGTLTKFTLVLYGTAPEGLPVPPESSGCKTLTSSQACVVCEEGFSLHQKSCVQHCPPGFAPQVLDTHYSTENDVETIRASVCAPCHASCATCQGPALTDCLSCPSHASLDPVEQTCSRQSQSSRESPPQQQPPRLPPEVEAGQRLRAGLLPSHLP
# Wee1 stabilizer = inhibitors of human Wee1 degradation; P30291; HeLa Luc-Wee1K328M stability, luciferase luminescence; 100% = proteasome inhibitor MG132 effect; reporter increase, % at 5 µM; 220,000 compounds, 1.2% hits;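 active = activation above the mean of all tested compounds plus 3 SD, set per screening run, cut at about 8.8% in these data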;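 note: cells exposed to compound for 20 h before luminescence read; 0% = DMSO alone and 100% = MG132 at 30 µM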
# p97 inhibitor = blocks human p97 ATPase activity; P55072; recombinant p97 ATPase, Kinase-Glo ATP luminescence, 3 h; inhibition, % at 8 µM; 220,000 compounds, 0.42% hits; AID 1481; in the data active = inhibition above about 15%;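 note: 0% = DMSO vehicle and 100% = wells lacking enzyme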
# thrombin 1536 = thrombin (human) inhibition; alpha-thrombin, Boc-VPR-AMC fluorogenic substrate cleavage; 220,000 compounds, 0.26% hits; inhibition, % at 5 µM; P00734;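 active = inhibition at or above 40%; inactive = inhibition below 40%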;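 note: 0% = enzyme with no compound and 100% = wells without enzyme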
#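 System: Human alpha-thrombin protein | Medium: pH 7.5 Tris (50 mM) with NaCl 150 mM, Tween 20 0.05% | Times: Enzyme reaction carried out at room temperature | Detection: AMC fluorescence, 355/460 nm | Evaluation: Percent inhibition scaled between no-compound controls and no-enzyme blanks | Benchmarks: Enzyme without compound as high, wells lacking enzyme as low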
# * = called active by the depositor; . = not tested or not shown; [ ] = another dose, or the depositor's remark.
SMILES,FXIa inh,PERK inh,Cl transport mod,FXIIa inh 1536,hK5 inh,Furin inhibitor,Wee1 stabilizer,p97 inhibitor,thrombin 1536
CCCOc1ccc(C(=O)Nc2ccc(S(=O)(=O)Nc3cc(C)nc(C)n3)cc2)cc1,-2,1.4,-0.94,7,-6,-8,5,-3,1
O=[N+]([O-])c1cccc(/C=N\N2CCN(Cc3ccccc3Cl)CC2)c1,9,-0.2,0.42,13,-10,-15[20 µM],5,1,1
CCOc1ccc(NC(=O)COc2nsnc2N2CCCCC2)cc1,1,-0.4,0.42,8,1,-17,-2,0,4
CCOC(=O)N1CCN(Cc2nc3c(c(=O)n(C)c(=O)n3C)n2Cc2cccc(C)c2)CC1,-3,-1.1,.,4,-14,-3,2,-11,-12
O=C(NCc1ccccc1)NC1CCCCC1,-5,1.6,-0.062,-13,-2,-30,-3,3,-7
CN(C)C(=O)C[n+]1ccc(C(N)=O)cc1,0,0.4,0.87,5,-1,-17,4,2,2
COC(=O)C(CC(C(=O)OC)C(=O)OC)C(=O)OC,6,1.2,0.037,19,0,-6[20 µM],-1,-2,6
COCC(=O)Nc1nnc(-c2ccc(C(C)(C)C)cc2)s1,0,-0.2,1.1,8,4,-4,-1,-9,-3
COc1cccc(C2c3c(oc4ccccc4c3=O)C(=O)N2CCCN2CCOCC2)c1 (stereo unspecified),-2,-0.3,0.82,5,-14,-3,6,2,-3
O=C(CSc1nnc(CNC(=O)c2cccs2)o1)NCCc1ccccc1,1,0.5,-0.063,21,-7,-8[20 µM],1,3,4
COCCN1C(=O)c2cc(C(=O)Nc3cccc(F)c3)ccc2C1Nc1cccc(F)c1 (stereo unspecified),6,0.2,1.6,8,-7,-14,2,5,0
O=c1[nH]cc(S(=O)(=O)c2ccccc2)[nH]1,-6,1.1,1.9,4,1,-13,6,4,-5
C=C(C)CNC(=S)NNC(=O)c1ccco1,-4,1.3,0.11,4,-4,-25[20 µM],2,2,-8
CCOC(=O)CSc1nnc(CCCCCN2C(=O)c3cccc4cccc(c34)C2=O)o1,5,1.1,-3.6,5,-17,-14,4,4,-6
CC(=O)N1CCCc2cc(S(=O)(=O)Nc3ccc(C)cc3C)ccc21,-10,-1.0,-0.6,-2,-13,-4,3,-5,-7
Cc1ccc(NC(=O)c2ccc(Br)o2)cc1S(=O)(=O)N(C)C,6,0.1,.,5,6,-28,6,8,-1
CCOCCCn1c(=NC(=O)c2ccco2)c(C(=O)OCC)cc2c(=O)n3cccc(C)c3nc21,-4,0.7,0,-3,-6,-42,-1,-1,-15
Cc1ccc(C)c(N2CCN(S(=O)(=O)c3c(C)noc3/C=C/N(C)C)CC2)c1,4,0.2,-0.37,16,-13,-21,2,-1,1
O=C(Oc1ccc2ccc(O)cc2c1)C1CCCCC1,-4,1.0,1.9,3,0,3,-2,5,-2
c1ccc(Cn2nnc3c(NCc4ccc5c(c4)OCO5)ncnc32)cc1,0,1.6,0.074,4,-1,-21,0,6,-2
C=CCn1c(SCC#N)nc2ccccc2c1=O,3,0.9,0.17,15,-18,-19,-1,7,4
CC1CCC2(CC1)NC(=O)N(CC(=O)c1cn(CCC#N)c3ccccc13)C2=O (stereo unspecified),-14,-0.5,1.5,3,33,-7,-3,-8,-6
CSc1ccc(/C=N/NC(=O)c2cccc(Cl)c2)cc1,-1,0.4,-0.052,9,-10,-33,4,1,-4
Cn1c(Cn2c(=O)sc3ccccc32)nnc1SCc1ccccc1,-1,0.6,-0.2,10,-5,-24,0,2,5
O=C(Nc1ccc(-c2nnc(-c3ccco3)o2)cc1)C(c1ccccc1)c1ccccc1,1,-0.2,0.42,9,-14,-14[20 µM],2,-3,3

# (list continues)
SMILES,FXIa inh,PERK inh,Cl transport mod,FXIIa inh 1536,hK5 inh,Furin inhibitor,Wee1 stabilizer,p97 inhibitor,thrombin 1536
Cc1cccc(NC(NC(=O)c2cccnc2)C(Cl)(Cl)Cl)c1 (stereo unspecified),8,0.4,-0.0017,13,-4,-12[20 µM],1,3,4
COc1cccc(CNC(=O)C2CCC(CNc3c(N4CCC(C)CC4)c(=O)c3=O)CC2)c1 (stereo unspecified),1,1.4,0.077,11,2,-17,-2,-4,0
N#Cc1c(NC(=O)CSC2=NCCS2)sc2c1CCCC2,10,-0.4,-0.17,15,5,-10,1,1,3
Cc1ccccc1NC(=O)c1cc(N)ccc1N1CCCCC1,-2,-0.1,-1.3,8,1,-22[20 µM],4,-6,0
O=C(CNC(=S)N(Cc1ccccc1)Cc1cccnc1)NC1CC1,-4,0.5,1.7,7,-25,-13,0,0,-5
CC1=NC(=O)C(N=Nc2cccc(C(=O)O)c2)N1c1ccccc1 (stereo unspecified),14,0.7,.,4,11,-20[20 µM],-3,3,-1
COc1ccccc1-c1cc(C(=O)N2CCN(c3ccccc3OC)CC2)no1,4,-1.7,-1.2,-2,2,-16,0,-8,3
CC(=O)N1CCc2cc(S(=O)(=O)NC(Cc3ccccc3)C(=O)NCCN3CCCCC3C)ccc21 (stereo unspecified),2,0.8,0.48,9,.,-17,4,1,-2
Cc1ccc(-c2cc(C(=O)Nc3ccc(S(=O)(=O)Nc4ncccn4)cc3)c3ccccc3n2)cc1,25,1.1,-0.51,26,-14,-23,1,1,-3
C/C(CC(=O)Nc1ccccn1)=N\NC(=O)C(=O)Nc1cccc(C)c1,2,-0.5,-0.015,13,-82,-4[20 µM],-1,-3,-2
Cc1cc2cc(CN(Cc3ccc4c(c3)OCO4)C(=O)c3ccco3)c(=O)[nH]c2cc1C,2,-1.6,.,9,54*,-13,-2,0,15
COc1ccc(-c2nc(CS(=O)CC(=O)NCc3cccnc3)c(C)o2)cc1OC (stereo unspecified),5,0.9,.,12,-1,-28,3,-2,4
CCOC(=O)C1(C)Oc2cccnc2NC1=O (stereo unspecified),-2,1.1,0.15,3,.,-20,0,2,-6
Cn1cnc2c(N3CCCCC3)nccc21,0,1.0,-0.65,1,4,-26[20 µM],-2,0,-8
CC12COC3(C(=O)Nc4ccc(Cl)cc4)CC1CCC32C (stereo unspecified),6,0.7,-0.13,16,-9,-29,0,2,-1
Cn1c(-c2ccc(-c3ccccc3)cc2)c[nH]c1=S,0,-0.4,2.2,10,-5,-1[20 µM],1,-5,-4
Cc1cc(NC(=O)CCC(=O)N(c2ccccc2)C(C(=O)NC2CCCCC2)c2cccs2)no1 (stereo unspecified),-1,0.1,-0.34,5,-29,-20[20 µM],-2,1,-4
CCOC(=O)N1CCN(C(=O)CCS(=O)(=O)c2ccc(Br)s2)CC1,1,0.3,-1.6,13,-2,-25,-1,-4,-2
CCCOc1ccc(NC(=O)c2c(-c3ccccc3)noc2C)cc1,7,0.7,0.17,17,-4,-10,1,0,-6
COc1ccc2oc(C(=O)CCC(=O)O)c(N)c2c1,0,0.6,.,19,-2,-13,0,-4,-3
C=C(C)Cn1cnc2c(oc3nc4c(cc32)CCCC4)c1=O,9,1.3,0.013,2,2,-17,5,9,-4
Cc1ccc(C(=O)Nc2cccc(-c3cnc4ccccc4n3)c2)cc1,-1,1.1,.,10,1,-13[20 µM],0,4,2
CCOC(=O)c1c(CN2CCCCC2)n(C)c2cc(Br)c(O)cc12,6,-0.8,.,14,-2,-21[20 µM],-2,-3,4
O=c1c2ccccc2nc2c3ccccc3c(NCc3ccco3)nn12,-1,-0.8,-0.47,2,15,2[20 µM],5,8,0
O=C1NCC(COCC2CC=CCC2)O1 (stereo unspecified),6,0.8,0.51,20,-10,-26,-2,4,1

# Three compounds out of the list, arranged by heavy-atom count, largest number first:
SMILES,FXIa inh,PERK inh,Cl transport mod,FXIIa inh 1536,hK5 inh,Furin inhibitor,Wee1 stabilizer,p97 inhibitor,thrombin 1536
O=C(CSc1nnc(CNC(=O)c2cccs2)o1)NCCc1ccccc1,1,0.5,-0.063,21,-7,-8[20 µM],1,3,4
Cn1c(-c2ccc(-c3ccccc3)cc2)c[nH]c1=S,0,-0.4,2.2,10,-5,-1[20 µM],1,-5,-4
Cn1cnc2c(N3CCCCC3)nccc21,0,1.0,-0.65,1,4,-26[20 µM],-2,0,-8

# Carrying on.
SMILES,FXIa inh,PERK inh,Cl transport mod,FXIIa inh 1536,hK5 inh,Furin inhibitor,Wee1 stabilizer,p97 inhibitor,thrombin 1536
Cc1onc(-c2c(Cl)cccc2Cl)c1C(=O)NC1C(=O)N2C1SC(C)(C)C2C(=O)O (stereo unspecified),-7,1.9,-0.85,-1,-16,-13,-3,-1,-3
Cc1ccc(C(=O)c2cc([N+](=O)[O-])ccc2N2CCOCC2)c(C)c1,1,-0.2,-0.59,4,2,-9,0,-4,5
Oc1ccccc1N1CCN(c2nc(-c3cccs3)nc3ccccc23)CC1,3,0.9,-0.45,10,8,-17,-3,6,4
CCn1c(SC(C)C)nnc1C1CCN(S(=O)(=O)c2ccc(OC)cc2)CC1,2,-0.6,.,17,-5,-5[20 µM],-1,-9,5
O=C(c1cccc(OC(F)F)c1)N1CCN(c2ncccn2)CC1,6,0.5,0.4,18,4,-25,2,-2,1
O=C(Nc1ccccc1Cc1ccccc1)c1oc2ccccc2c1COc1ccccc1,-8,0.1,0.37,0,-8,-10,2,-9,-6
C/C(CC(C)C)=N\Nc1ccc(S(N)(=O)=O)cc1[N+](=O)[O-],12,-0.1,1.3,7,-13,-14,-1,1,4
O=[N+]([O-])c1ccc(Sc2n[nH]c(-c3ccccc3)n2)nc1,-10,-0.1,.,0,-8,-12[20 µM],-3,4,-5
O=C1c2cccc(Cl)c2C(=O)c2c1cccc2N1CCCC1,.,0.8,.,.,.,-12[20 µM],2,-2,.
CNC(=O)NC(=O)C(C)OC(=O)CCCSc1nc2ccccc2s1 (stereo unspecified),6,1.1,-0.07,6,-15,-9,-1,0,-10
CCCc1c(C)c2ccc(OCC(C)=O)cc2oc1=O,1,-0.2,-0.68,4,-22,-54,1,-2,-4
C=CCSc1nc2sc(-c3ccccc3)cc2c(=O)n1N,-2,1.2,0.22,-1,4,-22[20 µM],3,2,-4
CCN(C(=O)c1ccnc(C(C)(C)C)c1)c1ccccc1,1,0.7,.,13,1,-31[20 µM],-1,2,4
Cc1cc(-c2nc3ncccc3o2)ccc1N,-10,-0.1,1,-41,-462,-29[20 µM],0,0,-16
COc1ccc(-n2nc3c(c2NC(=O)c2c(F)cccc2Cl)CS(=O)C3)cc1 (stereo unspecified),4,0.8,.,16,-5,-18,-1,0,-1
Cc1cc(NC(=O)COC(=O)c2ccccc2[N+](=O)[O-])no1,-1,0.2,1.4,6,1,-26,-5,6,-3
CCCn1nnc(NC(=O)/C=C/c2ccco2)n1,-5,0.4,-0.14,-3,-2,-1,6,0,-8
O=C(CCCc1ccccc1)Nc1cccc2c1CCCC2,3,-0.3,-1.1,5,-12,-19[20 µM],11*,0,0
NC(=O)C1CCN(CC(=O)Nc2cc(Cl)ccc2Oc2ccccc2)CC1,1,-0.1,-0.55,0,-8,-5,-2,-5,-13
CCOC(=O)c1cc(=O)[nH]c2ccccc12,0,0.3,.,10,15,-9,1,3,-7
O=C(c1cc2sccc2n1Cc1ccccc1)N1CCN(c2nc3ccccc3s2)CC1,1,-0.7,-0.023,8,-8,-13[20 µM],8,1,6

# Retrieved by structure from the entries so far, 2 records:
SMILES,FXIa inh,PERK inh,Cl transport mod,FXIIa inh 1536,hK5 inh,Furin inhibitor,Wee1 stabilizer,p97 inhibitor,thrombin 1536
Cc1onc(-c2c(Cl)cccc2Cl)c1C(=O)NC1C(=O)N2C1SC(C)(C)C2C(=O)O (stereo unspecified),-7,1.9,-0.85,-1,-16,-13,-3,-1,-3
CC12COC3(C(=O)Nc4ccc(Cl)cc4)CC1CCC32C (stereo unspecified),6,0.7,-0.13,16,-9,-29,0,2,-1
